thrombin 1536: thrombin (human) inhibition. 220,000 compounds, 0.26% hits. P00734. inhibition, % at 5 µM. alpha-thrombin, Boc-VPR-AMC fluorogenic substrate cleavage;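 active = inhibition at or above 40%; inactive = inhibition below 40%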;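 note: 0% = enzyme with no compound and 100% = wells without enzyme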
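Test system: human alpha-thrombin; medium: pH 7.5 Tris-saline with Tween 20; times: reaction at room temperature; signal: AMC fluorescence at 355 nm excitation and 460 nm emission; also added: Boc-VPR-AMC substrate, 15 µM final; dosing: one concentration per compound, 5 µM, with 0.2% DMSO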
FXIIa inh: factor XIIa (human) inhibition; P00748; purified FXIIa, Boc-QGR-AMC fluorogenic substrate, 2 h; inhibition, % at 5 µM; 220,000 compounds, 0.3% hits; in the data active = inhibition above about 40%;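 note: 0% = enzyme with no compound and 100% = blank without enzyme; many of its hits are not listed in these tables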
Furin inhibitor: inhibitors of human furin. P09958. purified furin, fluorogenic substrate cleavage. inhibition, % at 30 µM. 220,000 compounds, 0.061% hits; in the data active = inhibition above about 25%; note: inactives centre near -15
Target sequence (P09958 108-714 limits assumed): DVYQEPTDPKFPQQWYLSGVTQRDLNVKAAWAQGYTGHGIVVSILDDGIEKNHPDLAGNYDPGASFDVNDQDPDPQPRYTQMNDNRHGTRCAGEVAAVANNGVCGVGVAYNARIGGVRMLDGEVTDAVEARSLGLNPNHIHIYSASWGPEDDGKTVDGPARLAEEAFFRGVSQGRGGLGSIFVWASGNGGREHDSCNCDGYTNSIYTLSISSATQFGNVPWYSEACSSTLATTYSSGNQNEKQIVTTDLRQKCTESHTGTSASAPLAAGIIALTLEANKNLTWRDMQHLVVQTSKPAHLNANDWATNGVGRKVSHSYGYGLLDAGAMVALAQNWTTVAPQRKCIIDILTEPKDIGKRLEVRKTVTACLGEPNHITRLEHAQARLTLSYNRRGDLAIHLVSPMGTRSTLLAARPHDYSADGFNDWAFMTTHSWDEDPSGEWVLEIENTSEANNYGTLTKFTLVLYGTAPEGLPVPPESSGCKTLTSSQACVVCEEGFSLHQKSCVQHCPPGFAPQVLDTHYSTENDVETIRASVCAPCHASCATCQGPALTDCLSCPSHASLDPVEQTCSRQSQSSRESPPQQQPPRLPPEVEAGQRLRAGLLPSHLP
KCC2 mod: KCC2 (human) Cl- transport modulation | Q9H2X9 | KCC2 cells, thallium flux FluoZin-2 fluorescence | B-score of Tl+ flux slope (higher = more flux/activation; lower = inhibition) at 10 µM | 190,000 compounds, 2.2% hits;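 active = thallium flux slope and its plate-corrected score both differing from the plate sample mean at a set confidence after two filtering rounds, in either direction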;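 note: slope of fluorescence scaled to starting intensity during 10 to 20 s after thallium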
m-calpain inh: blocks pig calpain II enzyme activity; inhibition, % at 16 µM; purified calpain II, fluorogenic peptide substrate, 30 min; 220,000 compounds, 0.37% hits;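 active = inhibition above about 50%, limit read from the data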
FXIa inh: factor XIa (human) inhibition. P03951. purified FXIa, Boc-Glu-Ala-Arg-AMC fluorogenic substrate. inhibition, % at 5 µM. 220,000 compounds, 0.14% hits;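 active = inhibition of at least 40%; inactive = inhibition below 40%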;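 note: fluorescence of freed AMC excited at 355 nm; 0% = enzyme without compound and 100% = no enzyme blank; many of its hits are not listed in these tables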
hK5 inh: inhibitors of human kallikrein 5; recombinant hK5, fluorogenic AMC substrate cleavage; inhibition, % at 5 µM; 210,000 compounds, 0.59% hits; AID 873;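 active = inhibition of 40% or more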;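 note: 0% = enzyme controls without compound and 100% = no-enzyme blanks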
Target sequence (Q9Y337 67-293 limits assumed): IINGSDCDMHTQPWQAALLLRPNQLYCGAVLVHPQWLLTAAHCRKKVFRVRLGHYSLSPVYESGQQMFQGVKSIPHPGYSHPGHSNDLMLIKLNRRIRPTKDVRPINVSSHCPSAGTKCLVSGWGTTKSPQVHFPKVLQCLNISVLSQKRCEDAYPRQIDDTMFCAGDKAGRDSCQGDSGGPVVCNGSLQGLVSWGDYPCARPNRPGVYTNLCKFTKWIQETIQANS
PERK inhibitor: blocks human PERK kinase. Q9NZJ5. 220,000 compounds, 0.17% hits. inhibition, % at 5.6 µM. CHO PERK-DD fusion, SEAP luminescence translation reporter;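 active = inhibition above the mean inhibition of all tested compounds plus 3 SD, set separately per screening campaign, cut at about 2.9% in these data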;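 note: PERK kinase domain activated by AP20187 dimerizer at 100 nM; 0% = DMSO with dimerizer and 100% = rapamycin at 8.4 µM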
Rad51 HR inh: Rad51 (human) homologous recombination inhibition; AID 1385; hRad51 DNA strand exchange, fluorescence dequenching; 200,000 compounds, 0.085% hits; inhibition, % at 10 µM;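 active = inhibition above 40% at the single screening dose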;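 note: 0% = DMSO control wells and 100% = blanks with heterologous ssDNA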
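Assay system: Human Rad51 nucleoprotein filaments preassembled on unlabelled ssDNA | Reagent: Donor/quencher-labelled 47-bp dsDNA substrate | Doses: One concentration, 10 µM final | Times: 37 °C 15-min filament assembly, 30-min compound preincubation, 15-min exchange | Technique: Fluorescein emission 520 nm, excitation 485 nm | Benchmarks: Plate control and blank wells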
An asterisk follows results filed as active; x = not tested or not shown; [ ] = another dose, or the depositor's remark. A portion of the library, so the mix of outcomes need not match the whole.

Rad51 HR inh,thrombin 1536,PERK inhibitor,KCC2 mod,Furin inhibitor,m-calpain inh,FXIa inh,FXIIa inh,hK5 inh,molecule
7,-10,x,1.5,-21,-17,-4,0,-5,CCOC(=O)c1ccc(NC(=O)c2nc[nH]c2C(=O)NC)cc1
14,2,0.7,0.75,-37,-9,13,7,5,C/C(=C\C(=O)Nc1cscc1C)C(=O)O
6,-1,-1.0,x,-18[20 µM],2,-3,1,-5,Cn1c(Cn2nnc(-c3ccccc3)n2)nnc1SCc1ccccc1Cl
10,-3,-1.3,-0.46,-11,-26,2,0,-13,CN(C)c1ccc(C(CNC(=O)c2ccc(C#N)cc2)c2c[nH]c3ccccc23)cc1 (centres undefined)
6,-4,0.7,-3.5*,-29,6,3,8,-16,Cc1cccc(N(C(=O)CCC(=O)Nc2ccccn2)C(C(=O)NC(C)C)c2ccc(O)cc2)c1 (centres undefined)
0,-2,0.0,0.065,-12[20 µM],-12,-9,-7,2,COc1ccc(-c2nc(C#N)c(NCc3ccccc3Cl)o2)cc1
2,3,0.9,-1.1,-33,2,4,19,9,COC(=O)CSc1nsc(SCC(=O)OC)n1
x,5,-0.1,0.078,-28,-33,4,10,-7,CCOCCCNC(=S)N(Cc1ccccc1)Cc1nc2ccccc2c(=O)[nH]1
0,-2,1.3,-0.45,-24,0,-2,4,-2,CCC(=O)c1ccc(OCC(=O)N2CCCC2)c(OC)c1
-1,-3,-0.3,-0.42,-20[20 µM],-20,3,-10,-12,Cn1c(=O)c2ncn(CC(=O)NCCOc3ccccc3)c2n(C)c1=O
7,3,1.3,-0.61,-23[20 µM],-4,-10,18,7,N/C(=N\OC(=O)CC1CCCCC1)c1ccccn1
x,2,0.7,0.35,-25,-10,8,10,-11,CCCc1cc(-c2nc(-c3ccc(C)cc3)cs2)ccn1
0,-3,-0.9,0.019,-4[20 µM],15,0,3,-10,O=C(CSCc1ccc(Cl)cc1)N1CCN(Cc2ccc3c(c2)OCO3)CC1
1,1,0.9,-0.24,-9[20 µM],2,6,21,9,Cc1cc2c(cc1C)CSC(c1ccccc1OC(=O)C(C)C)SC2
-3,-10,-0.1,-1.7,-7,3,1,3,-9,COc1ccc(CN(C)CC(=O)Nc2ccc(Cl)cc2F)c(OC)c1
4,-9,1.1,0.34,-19,15,-10,1,-3,C/C(=N/OCO/N=C(\C)c1ccc(F)cc1F)c1ccc(F)cc1F
1,1,-0.3,-0.53,-12,38,4,9,-2,O=c1oc2ccccc2n1Cc1ccccc1Cl
8,0,0.3,-0.13,-5[20 µM],7,5,22,6,COc1cccc(-n2cnnn2)c1
12,-1,-0.1,-0.048,-19,12,8,14,-7,COc1ccccc1C(CC(=O)Nc1ccccc1C)c1ccc(OC(C)C)cc1 (centres undefined)
-1,8,0.0,-0.22,-5[20 µM],12,3,13,56*,CCN(CC)S(=O)(=O)c1ccc(Cl)c(C(=O)Oc2cccc(-c3cnc4ccccc4n3)c2)c1
10,4,0.5,-1.7,-2,-47,-2,3,-3,Cc1ccc(O)c(C(=O)c2cnc3c(c2)c(-c2ccc(F)cc2)c(C#N)c(=O)n3C)c1
-1,-4,-0.9,-0.39,-16[20 µM],-32,-6,2,-5,CN(C(=O)c1cccc(Nc2ccc(-c3ccc4c(c3)OCCO4)nn2)c1)C1CCCCC1
-13,-4,0.2,-0.16,-4,-15,-5,9,-1,CCOc1ccc(/C=C2\SC(=S)N(Nc3ccccc3)C2=O)cc1OC
1,5,1.3,0.22,-18,-33,1,12,-1,O=CN1CCC(=O)N(Cc2ccccc2)c2ccccc21
6,6,-0.2,0.53,-5,-19,-10,1,-25,CCC(C)[C@H](NC(=O)NCC1CCCO1)C(=O)OC (some centres undefined)
x,1,-0.8,x,-19,-42,2,18,-5,CCOC(=O)N1CCC(NC(=O)CN2C(=O)COc3ccc(C(C)(C)C)cc32)CC1
14,11,0.8,-0.88,-10,14,8,32,8,O=C(COC(=O)CNS(=O)(=O)/C=C/c1ccccc1)Nc1cc(S(=O)(=O)N2CCCCC2)ccc1Cl
19,0,1.5,-1.8,-21,-167,-2,8,-8,CC(Oc1cccc(Cl)c1)c1ccnc2nc(/N=C/N(C)C)nn12 (centres undefined)
1,-7,0.2,0.73,-18,-23,1,4,1,CC(NCc1ccncc1)C12CC3CC(CC(C3)C1)C2 (centres undefined)
-9,4,0.5,0.13,-16[20 µM],-28,-2,15,3,CC(=O)NC1C(=O)N(CC(C)C)c2ccccc21 (centres undefined)
-2,-2,-0.4,-0.0054,-30,-10,-3,7,1,COc1ccc(CC(NC(C)=O)C(=O)N2CCN(C(=O)Nc3ccc(Cl)cc3)CC2)cc1OC (centres undefined)
0,5,0.9,x,-32[20 µM],-28,3,21,-10,Cc1ccc2nc(-c3ccncc3)cc(-c3ccccc3)c2c1
-4,-1,0.3,1.3,-23,-6,-5,-12,1,O=C1c2oc3ccccc3c(=O)c2C(c2cccnc2)N1CCCN1CCOCC1 (centres undefined)
-3,2,1.8,-0.22,-7[20 µM],18,7,10,-15,Cc1nc(OCc2ccccc2)c2ccccc2n1
8,3,-0.2,0.63,-18,-5,6,16,-6,Cc1ccc(-c2cc(=O)c3cc(F)ccc3[nH]2)cc1
17,9,-0.2,x,-15,4,-3,3,-9,COc1cc2nc(CN(C)Cc3ccc(C(C)(C)C)cc3)[nH]c(=O)c2cc1OC
-11,-9,0.3,-0.29,-42,-292,6,11,-21,Cc1ccc2nc(-c3ccc(NS(=O)(=O)c4ccc(F)c(F)c4)cc3)sc2c1
-3,-13,1.7,-0.46,-30,-29,-5,3,-2,CCC(C(=O)Nc1cccc(C(=O)O)c1)c1ccccc1 (centres undefined)
x,0,1.0,0.46,-22,-22,0,8,x,CC(=O)N1CCN(Cc2nc3cc(NC(=O)Nc4ccccc4)ccc3n2C)CC1
8,-3,1.3,x,-22,32,1,7,-15,CCOC(=O)N(C)OC(=O)Nc1ccc(Cl)c(Cl)c1

Quoted from the listing.
In Rad51 HR inh, `CCOc1ccc(/C=C2\SC(=S)N(Nc3ccccc3)C2=O)cc1OC` is entered as -13
In hK5 inh, `CC(Oc1cccc(Cl)c1)c1ccnc2nc(/N=C/N(C)C)nn12` (centres undefined) is entered as -8
In Furin inhibitor, `O=CN1CCC(=O)N(Cc2ccccc2)c2ccccc21` is entered as -18
In PERK inhibitor, `COc1ccc(CC(NC(C)=O)C(=O)N2CCN(C(=O)Nc3ccc(Cl)cc3)CC2)cc1OC` (centres undefined) is entered as -0.4
In Rad51 HR inh, `O=C1c2oc3ccccc3c(=O)c2C(c2cccnc2)N1CCCN1CCOCC1` (centres undefined) is entered as -4

New compounds follow.
Rad51 HR inh,thrombin 1536,PERK inhibitor,KCC2 mod,Furin inhibitor,m-calpain inh,FXIa inh,FXIIa inh,hK5 inh,molecule
-9,2,-0.4,0.57,-8,-33,1,17,-10,COc1ccc(CCNC(=O)CS(=O)Cc2nc(-c3cccs3)oc2C)cc1OC (centres undefined)
3,-2,-0.2,-0.029,-18,-5,-6,0,-4,CCOc1cc(/C=C/C(=O)O)ccc1OCCO
13,-2,1.2,0.64,-13,-27,-2,1,-14,CCn1c(C)nc([N+](=O)[O-])c1C(=O)O
x,1,1.6,-1,-7,-5,2,9,x,CCc1ccc(-n2c(SCc3cc(=O)n4cc(Br)ccc4n3)nc3[nH]ncc3c2=O)cc1
5,1,-0.2,x,-16[20 µM],-12,-1,-2,-7,c1ccc(-c2ccccc2-c2nc(-c3cccnc3)no2)cc1
x,-1,0.8,-0.34,-21,4,4,11,1,CCC(=O)Nc1sc(Cc2ccc3c(c2)OCO3)c(C)c1C(N)=O
5,4,2.2,0.14,-31[20 µM],6,4,7,-10,O=C(NC1CCCCC1)C(c1ccc(F)cc1)N(C(=O)Cc1ccsc1)c1ccc(F)cc1 (centres undefined)
8,23,-0.1,-0.84,-21,6,-3,13,21,Cn1c(COc2ccccc2)nnc1SCCN1CCOCC1
-1,0,-1.3,0.0021,-24[20 µM],-64,-13,-21,-48,CCOC(=O)c1sc2nc(N3CCCC3)c3c(c2c1N)CC(C)(C)OC3
10,-7,-0.4,0.34,-10,-10,-8,1,8,CCCCSc1nc(C)c(CC(=O)O)c(=O)[nH]1
x,-11,1.6,0.47,-6,30,-3,-1,-3,CC1(C)Cc2c(sc(NC(=O)/C=C/C(=O)O)c2C#N)CO1
4,2,-1.6,0.95,-12[20 µM],-1,2,16,-15,CN1CCN(c2ccc(Cl)cc2NC(=O)c2cccc(S(=O)(=O)N(C)C)c2)CC1
7,-1,-0.8,-0.52,-10,-1,-2,4,-7,COc1cc(NC(=O)CSc2nnc3ccc(-c4ccncc4)nn23)cc(OC)c1
-6,1,1.5,-0.72,-16,-325,4,12,5,CCCn1c(=O)c(C(=O)Nc2ccccc2C(=O)OC)c(O)c2ccccc21
14,-10,-0.3,-1.5,-25,4,3,5,-7,CCCc1c(NC(=O)Nc2ccc(F)cc2)cnn1-c1ccc(Cl)cc1
3,-4,-0.3,x,-8[20 µM],-13,-7,10,1,CC(=O)Nc1ccc2c(c1)nc1n2CCSC1
3,-12,0.2,-5.8*,-23,-12,-6,10,-2,CSCCC(=O)N1CCCC(CNC(=O)c2ccc(-c3ccccc3)cc2)C1 (centres undefined)
3,-4,0.6,x,-27,16,-8,4,32,CC(C)=CC(=O)Nc1ccccc1C(N)=O
4,-1,-0.1,-0.6,-10,-13,-5,5,-2,Cc1ccc(NC2=CC(=O)CC(c3ccco3)C2)c(N)c1 (centres undefined)
1,-6,0.2,-1.7,-23[20 µM],0,0,7,-14,COc1ccc(NCc2n[nH]nc2-c2ccccc2)cc1Cl
14,3,1.0,0.078,-35,-24,-3,4,-2,O=S(N1CCCCC1)C12CC3CC(CC(C3)C1)C2 (centres undefined)
2,-6,1.1,-0.5,-19,-15,-1,4,-2,O=C(CC1C(=O)NCCN1C(=O)Nc1ccc(F)cc1)Nc1ccc(F)cc1 (centres undefined)
2,7,0.4,1.1,-19[20 µM],52*,-4,4,-18,CCS(=O)(=O)c1ccc(S(=O)(=O)CC)s1
10,-8,0.2,-0.27,0,10,-1,3,1,COC(=O)C1=C(NC(=O)c2ccccc2C)CCS1
1,-7,0.4,-1.1,-22,11,-8,1,-9,CC(=O)c1cccc(NC(=O)N2CCCC2C(=O)NCc2ccc(F)cc2)c1 (centres undefined)
4,-8,-0.1,-1.5,-5,-9,1,7,-5,Cc1nn(CCc2nn[nH]n2)c2nc(-c3ccc(C4CCCCC4)cc3)cc(C(F)(F)F)c12
1,-9,1.1,-0.077,-36,-2,2,3,-2,CCCNC(=O)NC(=O)COc1ccc(-c2ccc(C#N)cc2)cc1
-2,-5,0.9,1,-19,-9,-3,0,-2,CCC(CO)n1c(=S)[nH]c2cc(OC)c(OC)cc2c1=O (centres undefined)
6,-1,0.3,-0.48,-32,6,3,11,-12,O=C(COC(=O)C1CC(O)CN1S(=O)(=O)c1ccc(Cl)cc1)c1cccc(Cl)c1 (centres undefined)
3,1,-0.5,-0.25,-20[20 µM],-13,-3,-1,-18,COc1ccc(C)cc1S(=O)(=O)N1CCCC(C(=O)NCC2CCCO2)C1 (centres undefined)
6,-5,-0.7,0.45,-33,-24,-1,8,-1,N/C(=N\OC(=O)C1CCCCC1)c1ccncc1

Profiles, quoted from the list. Order of screens: Rad51 HR inh | thrombin 1536 | PERK inhibitor | KCC2 mod | Furin inhibitor | m-calpain inh | FXIa inh | FXIIa inh | hK5 inh
COC(=O)C1=C(NC(=O)c2ccccc2C)CCS1 across the screens: 10 | -8 | 0.2 | -0.27 | 0 | 10 | -1 | 3 | 1
N/C(=N\OC(=O)C1CCCCC1)c1ccncc1 across the screens: 6 | -5 | -0.7 | 0.45 | -33 | -24 | -1 | 8 | -1

Source: PubChem BioAssay (several laboratories)
